Salmonella PhoP GFP = Inhibition of PhoP regulon, Salmonella typhi GFP reporter cells, confirmation, 4 h (AID 1850); Salmonella Typhi PhoP-promoter GFP reporter, fluorescence, 4 h; higher % means a stronger effect; one-dose inhibition, % at 50 µM; IC50 in µM for titrated hits; 0.33% of 310,000 active; in the data active = a potency from the dose series; inconclusive = inhibition mostly from about 25% at the one dose, without a potency; inactive = the rest, 99 in 100 with inhibition below about 19%;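 note: 0% = induced wells with vehicle and 100% = uninduced wells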
influenza NS1A = NS1A inhibition, H1N1 influenza, cell based functional assay (AID 504329); 0.3% of 340,000 active; NS1A functional cell-based assay, percent inhibition; higher % means a stronger effect; inhibition, % at 12.5 µM; hits with a dose series show IC50 in µM; in the data active = a potency from the dose series; inconclusive = inhibition above about 27% without an active follow-up result; note: strong numbers were not always called active
M. tuberculosis = growth inhibition of non-replicating M. tuberculosis (AID 488890); Mycobacterium tuberculosis non-replicating, growth inhibition; higher % means a stronger effect; one-dose inhibition, % at 25 µM; IC50 in µM for titrated hits; 0.39% of 320,000 active; in the data active = a potency from the dose series; inconclusive = inhibition mostly from about 82% at the one dose, without a potency; inactive = the rest, 99 in 100 with inhibition below about 76%;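 note: plate controls were DMSO cells for no effect and high antibiotic wells for full effect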
VEEV TC-83 Vero = inhibitors of VEEV TC-83 cytopathic effect, confirmation, Vero cells (AID 588727). Vero cells, VEEV TC-83 cytopathic effect inhibition; higher % means a stronger effect. inhibition, % at 20 µM; hits with a dose series show IC50 in µM. 0.13% of 350,000 active; in the data active = a potency from the dose series; inconclusive = inhibition mostly from about 14% at the one dose, without a potency; inactive = the rest, 99 in 100 with inhibition below about 12%; note: strong numbers were not always called active
M. tuberculosis HTS = M. tuberculosis growth inhibition, HTS (AID 449762); M. tuberculosis H37Rv growth inhibition, 7H9 media; higher % means a stronger effect; 0.59% of 330,000 active; inhibition, % at 25 µM; hits with a dose series show IC50 in µM; in the data active = a potency from the dose series; inconclusive = inhibition above about 70% without an active follow-up result;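 note: bacterial growth assessed after seven days of incubation; strong numbers were not always called active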
VEEV TC-83 Vero 10K pilot screen = recorded beside VEEV TC-83 Vero, whose call it bears; inhibition, %; measured here: 10K pilot screen inhibition
The depositor's hits bear a star; i = inactive; ? = inconclusive; / = no result given.

Sample of the layout, 4 compounds:
SMILES	Salmonella PhoP GFP	influenza NS1A	M. tuberculosis	VEEV TC-83 Vero	M. tuberculosis HTS	others
CC(CN1CCN(CC(C)C(=O)c2ccccc2)CC1)C(=O)c1ccccc1 (stereo not given)	/	-17%	/	0.6%	/
Clc1ccccc1CSc1nnc(Cn2cnc3ccccc32)n1-c1ccccc1	-3%	-5%	41%	1.2%	1%
CCOC(=O)c1ccc(NC(=O)CSc2nnc(NC(=O)c3ccc(S(=O)(=O)N4CCOCC4)cc3)s2)cc1	-4%	6%	0%	0.1%	6%	VEEV TC-83 Vero 10K pilot screen=0.2
COc1ccc(N(CC(=O)Nc2cc(C)on2)S(=O)(=O)c2ccc(Cl)cc2)cc1	1%	-7%	-2%	1.0%	3%

The listing, previewed entries included:
SMILES	Salmonella PhoP GFP	influenza NS1A	M. tuberculosis	VEEV TC-83 Vero	M. tuberculosis HTS	others
CC(CN1CCN(CC(C)C(=O)c2ccccc2)CC1)C(=O)c1ccccc1 (stereo not given)	/	-17%	/	0.6%	/
Clc1ccccc1CSc1nnc(Cn2cnc3ccccc32)n1-c1ccccc1	-3%	-5%	41%	1.2%	1%
CCOC(=O)c1ccc(NC(=O)CSc2nnc(NC(=O)c3ccc(S(=O)(=O)N4CCOCC4)cc3)s2)cc1	-4%	6%	0%	0.1%	6%	VEEV TC-83 Vero 10K pilot screen=0.2
COc1ccc(N(CC(=O)Nc2cc(C)on2)S(=O)(=O)c2ccc(Cl)cc2)cc1	1%	-7%	-2%	1.0%	3%
CC1(C)CC(=O)c2sc(N3CCCCC3)nc2C1	9%	1%	-9%	i	1%
Cc1cc(=O)[nH]c(SCC(=O)Nc2ccccc2C#N)c1C#N	7%	1%	8%	2.2%	-15%
CCc1nonc1NC(=O)c1oc2cc(C)c(C)cc2c1C	7%	0%	-3%	0.9%	12%
O=S(=O)(N1CCOCC1)N1CCOCC1	-6%	-10%	14%	0.4%	-3%
Cc1cc(NC(=O)c2ccc(Cn3cc([N+](=O)[O-])cn3)o2)no1	-3%	-5%	14%	2.4%	-2%
CC(C)(C)NC(=O)C(c1ccc(O)cc1)N(C(=O)CCC(=O)Nc1ccccn1)c1ccc(F)cc1 (stereo not given)	2%	5%	5%	2.7%	3%
COc1ccc(C(c2c(NC(=O)c3ccco3)sc(C)c2C)N2CCOCC2)cc1 (stereo not given)	/	4%	/	3.8%	/
CC1CCN(C(=O)CSc2nc3c(c(=O)n2C)SC(C)C3)CC1 (stereo not given)	-4%	0%	7%	6.5%	6%
Cc1ccc(C(=O)NCCCNc2ccc(C(F)(F)F)cc2[N+](=O)[O-])cc1	-1%	-5%	-10%	i	4%
CC1Cc2ccccc2N1S(=O)(=O)c1c(N)n(C)c(=O)n(C)c1=O (stereo not given)	-8%	12%	-1%	0.9%	0%
Cc1ccc2c(=O)cc(C(=O)NCCc3ccc(S(N)(=O)=O)cc3)oc2c1C	-15%	-20%	-4%	0.5%	1%
CC(C)(C)c1ccc(O)c(CN2CCN(c3ccccc3)CC2)c1	1%	-83%	22%	1.4%	12%
O=C(CCCC(=O)OCC(Cl)=C(Cl)Cl)Nc1ccccc1F	-1%	18%	-7%	0.1%	-10%
COC(=O)CN1C(=O)Nc2ccc(C)cc2C1c1ccccc1 (stereo not given)	-69%	-12%	13%	1.3%	6%
CCOC(=O)c1sc2c(c1C)c(=O)n(CCO)c(=O)n2Cc1ccccc1	-9%	12%	22%	1.2%	8%
COc1ccc(N2CCN(C(=O)COc3ccc(S(=O)(=O)N4CCOCC4)cc3C)CC2)cc1	-3%	-2%	-7%	2.8%	3%
O=C(COC(=O)c1cc(Br)ccc1O)Nc1cc(S(=O)(=O)N2CCCC2)ccc1Cl	/	-6%	/	i	/
Cc1c(C(=O)Nc2ccc(-c3nnc4n3CCCCC4)cc2)oc2ccc(Br)cc12	-6%	2%	?	5.7%	?
O=C(Nc1ncccn1)c1ccc([N+](=O)[O-])cc1[N+](=O)[O-]	2%	-21%	-6%	i	0%
Cc1[nH]c2ccccc2c1C(=O)/C=C\c1ccccc1Cl	-5%	-1%	-1%	1.8%	-3%
CCCCN(C)C(=O)Cn1cnc2sc(C)c(S(=O)(=O)N3CCN(c4ccccc4OC)CC3)c2c1=O	13%	9%	21%	5.2%	11%
Cc1ccc(C(C(=O)NC2CCCC2)N(C(=O)CNC(=O)c2ccco2)c2ccccc2)o1 (stereo not given)	-2%	0%	3%	1.4%	1%
COc1ccc(Nc2oc(-c3ccccc3F)nc2C#N)cc1	-2%	-3%	19%	2.2%	38%
Cn1c(SCC(=O)N2CCc3ccccc32)nc2cccnc21	-2%	4%	6%	1.9%	-7%
CCCOc1cc(C)c(Cl)cc1S(=O)(=O)N(CC)CC	6%	-1%	10%	1.2%	3%
CNC(=O)c1ccc(-c2ccccc2)s1	1%	-7%	-3%	5.8%	-7%
O=C(Cc1cccc(NC(=O)C2CCCN(C(=O)C3CC3)C2)c1)Nc1cccc(C(=O)N2CCCC2)c1 (stereo not given)	/	6%	-1%	i	-1%
Cc1ccc(C(=O)C2CCN(CC(=O)Nc3ccccc3C)CC2)cc1	7%	-8%	23%	i	-3%
Cc1cc(=O)oc2cc(OCC(=O)OCC(=O)NCCc3ccccc3)ccc12	6%	-5%	-20%	1.7%	4%
Cc1nc2ccc(C(=O)c3ccccc3)cc2[nH]1	-9%	8%	0%	8.3%	/
Cn1[nH]c(C(F)(F)F)cc1=O	-1%	1%	-19%	0.6%	5%
O=C(CC1NCCNC1=O)Nc1ccc2c(c1)OCCO2 (stereo not given)	1%	-18%	-16%	i	-6%
O=C(NCCc1ccc(Cl)cc1)c1cc2ccccn2n1	5%	-15%	59%	i	8%
COc1cccc(OC)c1OCC(C)CNCC1CCCO1 (stereo not given)	-13%	-3%	4%	i	3%
COc1cc(SC)ccc1C(=O)Nc1ncc(Cl)cc1Cl	-21%	-11%	44%	1.0%	6%
CCOC(=O)c1[nH]c2ccc(C)cc2c1NC(=O)CN1CCCCC1	3%	-4%	-4%	4.5%	1%
CCCCn1c(SCC(=O)NCc2ccco2)nc2c(sc3ccccc32)c1=O	-9%	0%	6%	0.7%	-2%	VEEV TC-83 Vero 10K pilot screen=11
C=CCNC(=S)NNC(=O)c1cc(C)nc2ccccc12	2%	-16%	-14%	0.9%	-9%
CCCCCc1cc(=O)oc2c(C(CCN(CC)CC)c3ccc(OC)cc3)c(OC)cc(OC)c12 (stereo not given)	5%	5%	?	i	?
CC1CC(C)CN(C(=O)CCc2ccccc2)C1 (stereo not given)	1%	6%	33%	0.9%	2%
CC(=O)Oc1ccc(C2OC(=O)c3ccccc3N2C(C)=O)cc1 (stereo not given)	15%	-1%	33%	1.8%	5%
Cc1nnsc1-c1nnc(SCC(=O)c2ccccc2)n1C1CC1	-9%	-22%	-5%	1.1%	7%
O=C(NC1CCCC1)C(c1ccsc1)N(C(=O)Cc1cccs1)c1cccc(F)c1 (stereo not given)	-12%	-9%	2%	i	2%
O=C(Oc1c(Cl)cc(Cl)c2cccnc12)c1cccc([N+](=O)[O-])c1	8.4µM*	6%	?	8.8%	?
COc1ccc(-c2cnn3c(N)c(S(=O)(=O)c4ccccc4)cnc23)cc1	-7%	-9%	0%	0.5%	-3%
Cc1ccc(NS(=O)(=O)c2ccc(Cl)c(C(=O)O)c2)cc1S(=O)(=O)N1CCOCC1	-1%	3%	-15%	0.2%	-2%
O=C(CCN1C(=O)C2C3CCC(C3)C2C1=O)Nc1ccc(Cl)cc1Cl (stereo not given)	/	-6%	/	4.8%	/
CC(C)[C@H](NC(=O)N1CC(=O)Nc2ccccc21)C(=O)N[C@@H](Cc1ccccc1)C(=O)O	14%	-12%	4%	0.8%	-5%
Nc1nc(NCC(=O)O)nc(N2CCCCCC2)c1[N+](=O)[O-]	0%	3%	-15%	0.5%	4%
CCCC(O)(CCN1CCOCC1)c1ccc(Br)cc1 (stereo not given)	11%	0%	?	i	-8%
CCc1nc(SCc2cc(=O)[nH]c3ccccc23)c2c(C)c(C)sc2n1	/	-3%	/	2.3%	/
O=C(C=Cc1ccco1)N1CCOCC1	/	-2%	/	1.0%	/
CCOc1cc(N2CCOCC2)c(OCC)cc1NC(=S)NCCCOC	1%	5%	3%	0.5%	-1%
O=c1cc(CSc2ccccc2)nc(-c2ccncc2)[nH]1	-1%	-8%	-8%	i	-3%
COc1nc(NCc2ccc(Cl)cc2)nc(OC)n1	-28%	1%	1%	1.0%	-3%	VEEV TC-83 Vero 10K pilot screen=0.1
O=C(O)C1CCCCN1C(=O)c1cc2c(s1)CCCCC2 (stereo not given)	/	-5%	3%	0.1%	5%

(further entries)
SMILES	Salmonella PhoP GFP	influenza NS1A	M. tuberculosis	VEEV TC-83 Vero	M. tuberculosis HTS	others
N#CC1=C(N)SC(N)=C(C#N)C1Cc1ccccc1	-8%	-3%	40%	1.6%	-6%
CC1C2CC(CC1(C)C)N(C(=O)Nc1ccc3nccnc3c1)C2 (stereo not given)	10%	-3%	4%	6.6%	1%
O=C(NCc1ccco1)NC1CCCCC1	2%	-3%	60%	0.4%	-6%
O=C1CS/C(=N/N=C/c2ccccc2)N1c1ccc(O)cc1	-5%	-2%	6%	1.4%	-3%
CC(=O)c1c(C)n(-c2ccc(Br)cc2)c2ccc(O)cc12	9%	-1%	-6%	1.4%	-2%
CN(c1nc2ccccc2n2c(C3CC3)nnc12)S(=O)(=O)c1ccccc1	-9%	-12%	-1%	i	6%
COc1ccc(C(=O)N(CCc2ccccc2)Cc2ccccc2)c(OC)n1	4%	0%	0%	3.3%	10%
CC(C)(Cc1ccccc1)/[N+]([O-])=C\c1ccc(C(F)(F)F)cc1	7%	-1%	?	0.3%	-1%	VEEV TC-83 Vero 10K pilot screen=0.0
O=C(C[n+]1ccc(C(=O)NCc2ccccc2)cc1)c1ccc(OC(F)F)cc1	15%	3%	-6%	0.8%	-1%
COc1cc(C2NC(=O)NC(C)=C2C(=O)OCc2ccc(C)cc2)cc(OC)c1OC (stereo not given)	-5%	-10%	8%	0.3%	-5%
O=c1[nH]c(=O)n(CCC2=CCCCC2)c(O)c1C=NCCN1CCNCC1	12%	4%	31%	2.0%	-7%
COC(=O)c1ccc(-n2nc(C(F)(F)F)c3c2-c2ccoc2CC3)cc1	-14%	-10%	44%	4.7%	?
COC(=O)c1cc2n(n1)CCN(Cc1ccccc1Cl)C2=O	-5%	-5%	-5%	0.7%	-2%
N#Cc1nc(-c2ccc(F)cc2)oc1NCc1ccccc1	-11%	27%	/	6.1%	-2%
CC(=O)c1cccc(NC(=O)c2nc(-c3ccccc3)oc2C)c1	-10%	-10%	15%	8.0%	42%
Cn1ccnc1/C(=N\NC(=O)c1ccc(O)cc1)c1cccc([N+](=O)[O-])c1	-3%	-6%	18%	0.1%	-6%
CCOC(=O)c1cc(C(=O)Nc2ccc(C)c(F)c2)nn1C	7%	-9%	43%	1.3%	6%
C/C(=N/N=C(\C)c1ccccc1O)c1ccccc1O	-11%	-26%	-16%	i	3%
c1ccc(CNc2ccc3ccccc3n2)nc1	0%	1%	21%	i	0%
CCCCOC(=O)CCc1nc2ccccc2[nH]1	-11%	-4%	-4%	0.3%	-6%
CC1CCN(S(=O)(=O)c2cn(CC(=O)N3CCN(C)CC3)c(=O)c3ccccc23)CC1	/	-25%	/	i	/
COC(=O)N1C(=O)[C@@](c2ccccc2)(C2CCCCC2)N1C(=O)OC	2%	5%	22%	8.6%	-7%
CC(C)c1ccc(/C=N/NC(=O)c2ccc(-n3cnnn3)cc2)cc1	/	-9%	/	10%	/
N=c1c2c(-c3ccccc3)c(-c3ccccc3)n(Cc3ccccc3)c2ncn1CCO	2%	15%	?	i	?

Reprinted at random: three records from the list, in no set order.
SMILES	Salmonella PhoP GFP	influenza NS1A	M. tuberculosis	VEEV TC-83 Vero	M. tuberculosis HTS	others
CC1(C)CC(=O)c2sc(N3CCCCC3)nc2C1	9%	1%	-9%	i	1%
Cc1nnsc1-c1nnc(SCC(=O)c2ccccc2)n1C1CC1	-9%	-22%	-5%	1.1%	7%
O=S(=O)(N1CCOCC1)N1CCOCC1	-6%	-10%	14%	0.4%	-3%

Next results follow.
SMILES	Salmonella PhoP GFP	influenza NS1A	M. tuberculosis	VEEV TC-83 Vero	M. tuberculosis HTS	others
Cc1ccc(C(=O)/C=C/C(=O)O)cc1	-9%	-7%	18%	2.0%	-3%
Cn1cncc1C#Cc1ccc2c(=O)c3ccccc3oc2c1	/	-9%	24%	1.0%	3%	VEEV TC-83 Vero 10K pilot screen=0.7
CSc1nc2ccccc2n1Cc1cccc(F)c1	4%	-3%	18%	0.8%	8%
O=C1c2cccc3c(N4CCCCC4)ccc(c23)C(=O)N1c1ccccc1O	-249%	-38%	-8%	0.6%	3%
N#Cc1c(N)nc(SCc2ccccn2)c(C#N)c1-c1cccs1	-23%	-20%	6%	0.5%	-9%

Screening results: PubChem, Southern Research Specialized Biocontainment Screening Center
